ERp5 block: inhibitors of human ERp5; ERp5 insulin aggregation, absorbance 650 nm, 90 min; inhibition, % at 9.99 µM; AID 651711; 0.05% of 350,000 active;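 active = mean replicate inhibition above about 25%, with every replicate also reaching it, limit read from the data, passing the limit was not always enough; inconclusive = only one of those two criteria met; inactive = neither criterion met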
SIRT5 inh: inhibitors of human sirtuin-5 desuccinylase | Q9NXA8 | Purified SirT5, succinyl-peptide AMC, trypsin-coupled fluorescence | inhibition, % at 15 µM | 1.1% of 330,000 active | AID 652115; in the data active = inhibition above about 15%; inconclusive = no clear call, values can overlap the other calls
Target sequence (Q9NXA8 whole entry, looked up): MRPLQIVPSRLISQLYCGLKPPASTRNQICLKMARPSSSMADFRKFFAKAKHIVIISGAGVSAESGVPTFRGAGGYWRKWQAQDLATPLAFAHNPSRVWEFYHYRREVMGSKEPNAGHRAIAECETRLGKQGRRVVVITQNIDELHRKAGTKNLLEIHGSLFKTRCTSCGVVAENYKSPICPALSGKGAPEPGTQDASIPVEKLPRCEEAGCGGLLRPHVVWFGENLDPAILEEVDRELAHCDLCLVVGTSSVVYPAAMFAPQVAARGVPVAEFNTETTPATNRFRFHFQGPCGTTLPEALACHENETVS
PglD DTNB: inhibitors of Campylobacter jejuni PglD acetyltransferase; purified PglD enzyme, DTNB colorimetric CoA detection; inhibition, % at 12.5 µM; 0.098% of 360,000 active; in the data active = inhibition above about 16%, passing the limit was not always enough; inconclusive = no clear call, values can overlap the other calls; note: strong numbers were not always called active
DENV2 CPE: DENV2-induced cell death inhibition; CPE inhibition, % at 9.99 µM; 1.7% of 350,000 active; DENV2-infected cells, cytopathic effect rescue, plate reader; AID 651640; in the data active = CPE inhibition above about 20%, passing the limit was not always enough; inconclusive = no clear call, values can overlap the other calls; tested in BHK-21 cells;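 note: 0% = median of neutral control wells and 100% = median of positive control wells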
E-sel inducer: E-selectin induction on HUVECs. P16581. HUVEC E-selectin immunofluorescence imaging; normalized: neutral wells 0, TNF-alpha wells 100. activation, % at 7.58 µM. 0.37% of 260,000 active;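 active = mean E-selectin-positive cell signal at least 10% of the positive control, reached in at least 60% of replicates, without over 20% cell loss; inconclusive = no rule given, readout overlaps actives, possibly toxicity-flagged; inactive = the rest, including those meeting only one limit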;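 note: in these data hits start at about 27%; measured in HUVEC primary endothelial cells; signal is the percent of cells scored E-selectin positive by PE staining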
Target sequence (P16581 whole entry, looked up): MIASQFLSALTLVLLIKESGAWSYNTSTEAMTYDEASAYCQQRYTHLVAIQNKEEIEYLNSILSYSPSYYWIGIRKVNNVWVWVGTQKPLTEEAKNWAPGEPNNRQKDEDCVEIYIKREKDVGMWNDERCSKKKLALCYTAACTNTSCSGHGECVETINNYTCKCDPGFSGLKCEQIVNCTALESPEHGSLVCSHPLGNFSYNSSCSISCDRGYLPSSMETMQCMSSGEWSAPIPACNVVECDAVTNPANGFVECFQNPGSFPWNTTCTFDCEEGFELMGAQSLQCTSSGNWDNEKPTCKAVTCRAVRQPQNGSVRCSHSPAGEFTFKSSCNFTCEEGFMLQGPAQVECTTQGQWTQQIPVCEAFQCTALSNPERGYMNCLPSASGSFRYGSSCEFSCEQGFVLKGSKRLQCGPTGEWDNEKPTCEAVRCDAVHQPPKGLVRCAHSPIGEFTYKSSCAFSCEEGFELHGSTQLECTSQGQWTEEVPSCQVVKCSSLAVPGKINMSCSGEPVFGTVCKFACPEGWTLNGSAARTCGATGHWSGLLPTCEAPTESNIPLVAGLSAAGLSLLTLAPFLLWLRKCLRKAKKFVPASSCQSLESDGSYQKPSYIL
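Material: HUVEC primary endothelial cells; Amount: 3,000 cells per well; Dosing: single concentration; Medium: EGM-2 growth medium on 0.1% gelatin-coated wells; Read-out basis: percent E-selectin-positive cells; Signal: immunofluorescence imaging; Control set: TNF-alpha, DMSO.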
S100A4 MyoIIA: inhibitors of human S100A4 binding to myosin IIA peptide; P26447; S100A4/TAMRA-MyoIIA peptide fluorescence polarization; inhibition, % at 10.7 µM; 0.14% of 360,000 active; AID 652163;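 active = mean inhibition of at least 70% across replicates, with every replicate also reaching that level; inconclusive = mean inhibition reaches 70% but some replicates fall short; inactive = mean inhibition below 70%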
Target sequence (P26447 whole entry, looked up): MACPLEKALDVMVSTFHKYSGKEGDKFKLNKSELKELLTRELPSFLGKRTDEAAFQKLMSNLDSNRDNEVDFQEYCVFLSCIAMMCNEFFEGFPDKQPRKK
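Material: human S100A4 monomer with TAMRA-labelled myosin IIA peptide; buffer or medium: HEPES pH 7.2 with CaCl2, KCl, NaCl, DTT, Triton; compound dosing: one concentration per compound; schedule: 5 min incubation before reading; benchmarks: neutral control DMSO, positive control TFP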
Statin myotox sup: protects C2C12 myotubes from simvastatin toxicity; ATP luminescence, 48 h; scaled: DMSO 0, geranylgeraniol control 100; rescue of ATP level, % at 7.49 µM; 0.78% of 330,000 active;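 active = mean ATP rescue above about 67%, or every replicate alone reaching that limit, limit read from the data, passing the limit was not always enough; inconclusive = no clear call, values can overlap the other calls; inactive = mean under the limit and some replicate under it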;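 note: myotubes were challenged with 10 µM simvastatin during compound exposure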
An asterisk follows results filed as active.

O=[N+]([O-])c1ccccc1S(=O)(=O)N1CCN(Cc2cccc(OCCO)c2)CC1 was read as ERp5 block -2, SIRT5 inh -7, PglD DTNB 1, DENV2 CPE -5 and S100A4 MyoIIA 13.
COC(=O)C(C)N(c1ccc(C)cc1)S(=O)(=O)c1c(C)[nH]c(=O)[nH]c1=O (centres undefined) was read as ERp5 block 7, SIRT5 inh 1, PglD DTNB 5, DENV2 CPE -3, S100A4 MyoIIA 9 and Statin myotox sup 21.
Screening O=[N+]([O-])c1ccc(/C=N/Nc2ncc(-c3ccccc3)cn2)cc1 returned ERp5 block inconclusive, SIRT5 inh -1, DENV2 CPE inconclusive and S100A4 MyoIIA 6.
CCN(CC)S(=O)(=O)c1ccc(N2CCCC2)c(NC(=O)c2c(-c3ccccc3)noc2C)c1 was read as ERp5 block -3, PglD DTNB 6, DENV2 CPE -2, E-sel inducer 0.1, S100A4 MyoIIA 9 and Statin myotox sup -18.
For O=C(O)CC1(CC(=O)Nc2ccccc2Br)CCCC1 the results were ERp5 block -3, SIRT5 inh 10, DENV2 CPE -3 and S100A4 MyoIIA -19.
Screening O=C(Nc1cccc(NC(=O)c2ccco2)c1)c1ccc2c(c1)OCO2 returned ERp5 block -2, SIRT5 inh -1, PglD DTNB 2, DENV2 CPE -7, S100A4 MyoIIA -5 and Statin myotox sup 4.
`O=C(C[C@H]1CC[C@H]2[C@@H](COC[C@H](O)CN2S(=O)(=O)c2cccc(F)c2)O1)NCCCN1CCOCC1` gave ERp5 block 7, SIRT5 inh 1, PglD DTNB 0, DENV2 CPE -17, E-sel inducer 0.1, S100A4 MyoIIA -12 and Statin myotox sup -14.
Screening CC(=O)Nc1ccc(NC(=O)C2CCN(C(=O)C3CC(=O)N(c4ccc(C)cc4)C3)CC2)cc1 (centres undefined) returned ERp5 block -2, SIRT5 inh -6, PglD DTNB 7, DENV2 CPE -1, S100A4 MyoIIA -2 and Statin myotox sup -12.
Screening O=C(NCc1ccco1)c1cc(S(=O)(=O)N2CCOCC2)ccc1Br returned ERp5 block 3, SIRT5 inh 0, PglD DTNB 1, DENV2 CPE -8, E-sel inducer 0.1, S100A4 MyoIIA -3 and Statin myotox sup -2.
`N#CCCNS(=O)(=O)c1ccc(C(=O)OCC2CCCCC2)cc1` gave ERp5 block -1, SIRT5 inh 2, PglD DTNB 4, DENV2 CPE 0, E-sel inducer 0.5, S100A4 MyoIIA -4 and Statin myotox sup -4.
`COc1cccc(N2CC(C(=O)N3CCC4(CC3)CC(=O)c3ccccc3O4)CC2=O)c1` (centres undefined) gave ERp5 block 3, SIRT5 inh -2, PglD DTNB 0, DENV2 CPE 0, S100A4 MyoIIA -4 and Statin myotox sup 3.
Screening COc1cc(NC(=O)COc2c(C)cc(C)cc2[N+](=O)[O-])c(OC)cc1Cl returned ERp5 block -1, SIRT5 inh -3, DENV2 CPE -1 and S100A4 MyoIIA -5.
Cc1ccc(N2CC(C(=O)Nc3cccnc3)CC2=O)cc1Cl (centres undefined) was read as ERp5 block 9, SIRT5 inh -4, PglD DTNB 2, DENV2 CPE -4, E-sel inducer 0.1, S100A4 MyoIIA -15 and Statin myotox sup -1.
Screening OC[C@@H]1[C@@H](c2ccc(-c3ccccc3)cc2)[C@@H]2CN(Cc3cncnc3)CCCCN12 returned ERp5 block 6, SIRT5 inh 3, PglD DTNB 1, DENV2 CPE 8, E-sel inducer 0.0 and S100A4 MyoIIA -2.
`Cc1ccc(NC(=O)COC(=O)c2ccc(-n3cccn3)cc2)cc1C` gave ERp5 block -1, SIRT5 inh -3, PglD DTNB -3, DENV2 CPE 3, S100A4 MyoIIA -16 and Statin myotox sup 7.
For CCCCN(C(=O)c1c(-c2ccccc2)noc1C)c1c(N)n(CCC)c(=O)[nH]c1=O the results were ERp5 block -1, SIRT5 inh -1, PglD DTNB 0, DENV2 CPE 10, S100A4 MyoIIA 1 and Statin myotox sup -12.
`O=C(Nc1cccc([N+](=O)[O-])c1)Nn1cnnc1` gave ERp5 block -5, SIRT5 inh -4, PglD DTNB -1, DENV2 CPE 5, E-sel inducer 0.1, S100A4 MyoIIA -3 and Statin myotox sup 2.
Screening CCN(CC)CCN(C(=O)c1ccc2c(c1)OCCO2)c1nc2cc3c(cc2s1)OCO3 returned ERp5 block -10, SIRT5 inh 0, PglD DTNB 3, DENV2 CPE 2, E-sel inducer 0.1, S100A4 MyoIIA 1 and Statin myotox sup 5.
`CC(C)S(=O)(=O)c1csc(NC(=O)Nc2ccc(Cl)cc2)c1` gave ERp5 block 4, SIRT5 inh -2, PglD DTNB 2, DENV2 CPE 15 and S100A4 MyoIIA -1.
CC(C)C(=O)Nc1ccc2c(c1)C(=O)N(C)[C@H]1CC[C@H](CC(=O)NCc3ccccc3F)O[C@H]1CO2 was read as PglD DTNB 0, DENV2 CPE 6, E-sel inducer 0.0 and Statin myotox sup 4.

Among those listed so far, 2 contain an aryl methoxy group:
`COc1cccc(N2CC(C(=O)N3CCC4(CC3)CC(=O)c3ccccc3O4)CC2=O)c1` (centres undefined) gave ERp5 block 3, SIRT5 inh -2, PglD DTNB 0, DENV2 CPE 0, S100A4 MyoIIA -4 and Statin myotox sup 3.
Screening COc1cc(NC(=O)COc2c(C)cc(C)cc2[N+](=O)[O-])c(OC)cc1Cl returned ERp5 block -1, SIRT5 inh -3, DENV2 CPE -1 and S100A4 MyoIIA -5.

Gathered by group, the compounds so far containing fluorine
`O=C(C[C@H]1CC[C@H]2[C@@H](COC[C@H](O)CN2S(=O)(=O)c2cccc(F)c2)O1)NCCCN1CCOCC1` gave ERp5 block 7, SIRT5 inh 1, PglD DTNB 0, DENV2 CPE -17, E-sel inducer 0.1, S100A4 MyoIIA -12 and Statin myotox sup -14.
CC(C)C(=O)Nc1ccc2c(c1)C(=O)N(C)[C@H]1CC[C@H](CC(=O)NCc3ccccc3F)O[C@H]1CO2 was read as PglD DTNB 0, DENV2 CPE 6, E-sel inducer 0.0 and Statin myotox sup 4.

The results go on:
For COc1ccc(S(=O)(=O)N2CCC[C@H]2C(=O)N2CCC[C@H]2C(=O)N[C@@H](C)c2ccccc2)cc1C the results were ERp5 block -1, SIRT5 inh -5, DENV2 CPE 2, E-sel inducer 4.7 and S100A4 MyoIIA -1.
COc1ccc(S(=O)(=O)N2CCN(c3cnccn3)CC2)cc1 was read as ERp5 block -1, SIRT5 inh -3, PglD DTNB -1, DENV2 CPE -2, E-sel inducer 0.2, S100A4 MyoIIA 0 and Statin myotox sup 1.
CC1CCC(NC(=O)c2ccc(NC3=NC4CS(=O)(=O)CC4S3)cc2)CC1 (centres undefined) was read as ERp5 block -4, SIRT5 inh -4, PglD DTNB -1, DENV2 CPE -4, S100A4 MyoIIA -2 and Statin myotox sup -24.
For COc1ccc(-c2c3c(=O)n(C)c(=O)n(C)c3cn2C2CCCCC2)cc1 the results were ERp5 block 6, PglD DTNB -2, S100A4 MyoIIA 2 and Statin myotox sup 3.
Screening CC1=Nc2ccc(C)cc2/C1=C/c1c(N)n2nc(CC(=O)N3CCOCC3)sc2nc1=O returned ERp5 block -3, SIRT5 inh -1, PglD DTNB 0, DENV2 CPE 5, S100A4 MyoIIA 56 and Statin myotox sup -1.
For COc1ccc(C(C(=O)NC2CCCC2)N2CCc3ccccc32)cc1 (centres undefined) the results were ERp5 block inconclusive, SIRT5 inh -3, DENV2 CPE 57*, E-sel inducer 0.7, S100A4 MyoIIA -6 and Statin myotox sup 10.
For CCOC(=O)CC(=O)NC(C)(C)CCCCC(C)(C)NC(=O)CC(=O)OCC the results were ERp5 block -3, SIRT5 inh -5, PglD DTNB 5, DENV2 CPE 1, E-sel inducer 0.3, S100A4 MyoIIA -1 and Statin myotox sup -4.
`CN1C[C@H]2[C@@H](c3ccccc31)[C@H](CO)N2C(=O)C1CCCC1` gave ERp5 block -4, SIRT5 inh -2, PglD DTNB 1, DENV2 CPE 13, E-sel inducer -0.1, S100A4 MyoIIA 2 and Statin myotox sup -4.
`O=C(Nc1cccc(Cl)c1)N1C[C@@H]2[C@H](c3ccccc31)[C@H](CO)N2Cc1ccccc1Cl` gave ERp5 block 2, SIRT5 inh 0, PglD DTNB 5, DENV2 CPE 9, E-sel inducer -0.8, S100A4 MyoIIA -15 and Statin myotox sup 25.
For O=c1[nH]c2c(c3c1CCCC3)CCCC2 the results were ERp5 block -5, SIRT5 inh 6, PglD DTNB 2, DENV2 CPE 12, S100A4 MyoIIA -2 and Statin myotox sup -11.
`O=C(C[C@@H]1CC[C@H]2[C@@H](COC[C@@H](O)CN2CC2CCCC2)O1)NCC1CC1` gave ERp5 block 2, SIRT5 inh 2, DENV2 CPE inconclusive, E-sel inducer 0.1 and S100A4 MyoIIA 27.
`COC(=O)c1ccc(S(=O)(=O)N2CCN(C)CC2)n1C` gave ERp5 block 2, SIRT5 inh -2, PglD DTNB -5, DENV2 CPE 1, E-sel inducer 2.5, S100A4 MyoIIA -6 and Statin myotox sup 5.
For C[C@@H]1CN([C@H](C)CO)C(=O)Cc2cc(N(C)C)ccc2O[C@H]1CN(C)Cc1ccccc1 the results were ERp5 block -1, SIRT5 inh -3, PglD DTNB 3, DENV2 CPE -9, E-sel inducer 1.5, S100A4 MyoIIA 3 and Statin myotox sup 34.
Screening CCNC(=O)C[C@@H]1CC[C@@H]2[C@@H](COc3ccc(NC(=O)NC(C)C)cc3C(=O)N2C)O1 returned PglD DTNB -2, E-sel inducer -0.1 and Statin myotox sup 4.
O=C(CNC(=O)c1ccccc1Cl)NCCc1cccs1 was read as ERp5 block 1, PglD DTNB 1, DENV2 CPE -4, E-sel inducer 0.2, S100A4 MyoIIA 0 and Statin myotox sup -2.
C[C@@H]1CN([C@@H](C)CO)C(=O)c2cc(NC(=O)Nc3cccc4ccccc34)ccc2O[C@@H]1CN(C)Cc1ccc(Oc2ccccc2)cc1 was read as ERp5 block -7, SIRT5 inh 3, PglD DTNB -3, DENV2 CPE 1 and S100A4 MyoIIA 2.
O=C(Nc1ccccc1F)N1CCCCN2[C@H](C1)[C@H](c1ccc(-c3cccnc3)cc1)[C@@H]2CO was read as ERp5 block -1, SIRT5 inh -1, PglD DTNB -14, DENV2 CPE -4, E-sel inducer 0.1 and S100A4 MyoIIA 7.
`Cc1nc2c(OCc3ccc(Cl)cc3Cl)cccn2c1N(C)Cc1cccs1` gave ERp5 block 9, PglD DTNB 12, DENV2 CPE -1, E-sel inducer -0.2, S100A4 MyoIIA -2 and Statin myotox sup -54.
Cc1cc2c(cc1S(=O)(=O)N1CCc3ccccc31)NC(=O)CO2 was read as ERp5 block 4, SIRT5 inh -2, PglD DTNB -4, DENV2 CPE 2, E-sel inducer -0.3, S100A4 MyoIIA -11 and Statin myotox sup 2.
Screening CCS(=O)(=O)N(CC(=O)Nc1cccc2ccccc12)c1ccc(OC)cc1 returned ERp5 block 1, SIRT5 inh -1, PglD DTNB -4, DENV2 CPE -8, E-sel inducer -0.1, S100A4 MyoIIA -5 and Statin myotox sup 3.
CCOc1ccccc1N(C(=O)CNC(=O)c1ccco1)C(C(=O)NC1CCCC1)c1ccncc1 (centres undefined) was read as ERp5 block 2, SIRT5 inh 0, DENV2 CPE -6, E-sel inducer 0.2, S100A4 MyoIIA 24 and Statin myotox sup 0.
O=C(NCc1ccccc1)C(c1cc2ccccc2o1)n1c(=O)c(-c2cc3ccccc3[nH]2)nc2ccccc21 (centres undefined) was read as ERp5 block -3, SIRT5 inh 2, DENV2 CPE -19, E-sel inducer 0.3 and S100A4 MyoIIA -4.

Compound activity from PubChem.

Not all compounds are listed (hit frequency here may not be typical).
